Screening data deposited in PubChem by several laboratories.
TLR4-MyD88 BLA: TLR4-MyD88 interaction inhibition in cells. O00206+Q99836. 200,000 compounds, 0.18% hits. inhibition, % at 8.4 µM. HeLa CL3-4 TLR4/MyD88 BLA complementation, FRET ratio; in the data active means inhibition above about 25%;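 further: 0% = vehicle and 100% = reference inhibitor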
Target sequence (O00206 whole entry, looked up): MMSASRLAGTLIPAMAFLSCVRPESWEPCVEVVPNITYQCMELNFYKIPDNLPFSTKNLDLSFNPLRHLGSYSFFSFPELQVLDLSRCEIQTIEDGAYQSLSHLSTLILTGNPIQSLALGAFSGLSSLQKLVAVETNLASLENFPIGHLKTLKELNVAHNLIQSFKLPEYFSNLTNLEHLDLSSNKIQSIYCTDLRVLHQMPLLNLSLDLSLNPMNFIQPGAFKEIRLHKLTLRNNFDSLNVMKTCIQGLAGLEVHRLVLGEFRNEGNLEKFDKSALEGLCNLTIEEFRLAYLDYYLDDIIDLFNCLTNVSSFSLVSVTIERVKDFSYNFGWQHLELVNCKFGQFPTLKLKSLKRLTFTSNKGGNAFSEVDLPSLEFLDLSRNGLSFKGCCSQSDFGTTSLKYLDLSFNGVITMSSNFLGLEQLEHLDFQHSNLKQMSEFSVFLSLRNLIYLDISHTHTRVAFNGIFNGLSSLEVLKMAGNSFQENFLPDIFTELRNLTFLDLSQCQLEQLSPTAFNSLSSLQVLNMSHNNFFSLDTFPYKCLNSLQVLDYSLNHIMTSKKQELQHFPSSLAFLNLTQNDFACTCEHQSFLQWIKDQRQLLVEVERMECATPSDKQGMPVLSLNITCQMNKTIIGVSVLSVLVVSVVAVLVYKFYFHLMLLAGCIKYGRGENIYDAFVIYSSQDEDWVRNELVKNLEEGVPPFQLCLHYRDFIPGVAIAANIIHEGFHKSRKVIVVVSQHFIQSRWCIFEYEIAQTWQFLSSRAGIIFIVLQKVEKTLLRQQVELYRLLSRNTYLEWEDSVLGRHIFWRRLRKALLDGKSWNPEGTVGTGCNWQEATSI
Target sequence (Q99836 whole entry, looked up): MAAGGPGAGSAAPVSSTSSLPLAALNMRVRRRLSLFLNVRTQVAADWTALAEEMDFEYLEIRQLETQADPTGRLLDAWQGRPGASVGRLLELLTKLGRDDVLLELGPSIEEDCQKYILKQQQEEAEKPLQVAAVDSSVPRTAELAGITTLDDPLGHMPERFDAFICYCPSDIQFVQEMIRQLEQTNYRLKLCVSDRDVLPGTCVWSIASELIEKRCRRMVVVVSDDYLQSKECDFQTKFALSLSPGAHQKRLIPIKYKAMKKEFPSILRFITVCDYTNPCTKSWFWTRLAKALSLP
S1P3 antag: antagonists of human S1P3 receptor. Q99500. CHO S1P3 NFAT-BLA reporter, FRET fluorescence, antagonist mode. 170,000 compounds, 0.27% hits. inhibition, % at 4.98 µM. AID 485;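 active means inhibition above the plate cutoff, the mean inhibition of test wells on that plate plus 3 SD, cut at about 28% in these data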;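 further: cells challenged with S1P at its EC80 of 0.8 µM; blue over green emission ratio from cleaved BLA substrate after 4 h stimulation; 0% = S1P-stimulated wells and 100% = unstimulated DMSO-only wells; some compounds past the cut are filed as inactive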
STAT3 blocker: STAT3 signaling inhibition; 190,000 compounds, 0.89% hits; inhibition, % at 5.5 µM; U3A cells, IL-6 STAT3-luciferase reporter, luminescence; host cell line lacks STAT1;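 active means inhibition above the mean inhibition across all screened compounds plus 3 SD, cut at about 44% in these data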;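 further: 0% = DMSO only wells and 100% = 100 µM nifuroxazide control wells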
STAT3 activator: activators of IL-6 induced STAT3 signaling; U3A cells, IL-6 STAT3-luciferase reporter, luminescence; 100% = signal with IL-6 EC80 alone; activation (% of control), % at 5.6 µM; 190,000 compounds, 0.91% hits; AID 871;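 active means activation above the screen-wide mean of compound activation plus 3 SD, cut at about 130% in these data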;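 further: 0% = background luminescence of wells with medium and substrate only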
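Material: STAT1-lacking human U3A cells, STAT3 luciferase reporter | Benchmarks: IL-6-only wells as 100% reference | Probe or stimulus: IL-6 (33 ng/mL) | Timing: Compound 1 h, then IL-6 6 h at 37 °C | Detection: Luminescence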
PPARg SRC2 recr: agonists of SRC-2 recruitment by human PPARgamma | PPARgamma LBD-SRC-2 recruitment, biochemical | 200,000 compounds, 0.34% hits | P37231 | activation, % at 8 µM; in the data active means activation above about 22%;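 further: 0% = vehicle and 100% = reference agonist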
RAM inhibit: blocks the yeast RAM network. S. cerevisiae dse1pr::URA3 reporter, 5-FOA growth OD615, 2 d; analog-sensitive cbk1-as2 kinase mutant strain. inhibition, % at 50 µM. 190,000 compounds, 1.8% hits;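 active means inhibition above a set limit, 3 SD over mean compound inhibition, cut at about 8.4% in these data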;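 further: 0% = DMSO-only wells with no growth and 100% = 10 µM 1-NA-PP1 full growth; inhibition rescues growth on 5-FOA so higher OD means more RAM inhibition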
PPARg SRC-3 ag: PPARgamma-driven SRC-3 recruitment agonism; P37231; biochemical PPARgamma/SRC-3 coactivator recruitment assay; activation, % at 8 µM; 200,000 compounds, 0.26% hits; AID 731; in the data active means activation above about 23%;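 further: 0% = DMSO and 100% = reference agonist; some compounds past the cut are filed as inactive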
SRC2 TRFRET art: TR-FRET artefact, counter-screen to PPARgamma/SRC-2 agonist assay; stronger effect = higher value; TR-FRET ratio at 8 µM; 200,000 compounds, 0.4% hits; in the data active means TR-FRET ratio above about 2000; further: inactives centre near 1500
PPARg SRC1 recr: promotes SRC-1 coactivator recruitment by human PPARgamma | P37231 | PPARgamma-SRC-1 coactivator recruitment biochemical assay | activation, % at 8 µM | 200,000 compounds, 0.41% hits | AID 631; in the data active means activation above about 19%;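 further: 0% = DMSO and 100% = reference agonist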
ROMK primary: modulators of human ROMK potassium channel; AID 1918; P48048; B-score at 10 µM; 130,000 compounds, 2% hits; Tet-inducible ROMK, thallium flux fluorescence; actives lie on both sides;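 active means signal ratio slope over the read window, or its plate-corrected B-score, at least 3 SD from the plate mean, either direction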;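 further: B-score of the F/F0 ratio slope over 7 to 12 s after thallium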
STAT1 blocker: STAT1 signaling inhibition; 200,000 compounds, 0.35% hits; AID 920; inhibition, % at 5.5 µM; NIH 3T3 STAT1-luciferase reporter, IFN-gamma, luminescence;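 active means inhibition above a set limit, the mean inhibition across all tested compounds plus 3 SD, cut at about 34% in these data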;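 further: 0% = IFN-gamma with DMSO and 100% = IFN-gamma with 300 µM nifuroxazide; values of inactives mirror those of a sister screen read the other way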
Starred values were filed as active, the others as inactive. Not a hit list. About 5.6% of those tested had a hit in this group.

Results for CCCCn1nc(C(=O)Oc2ccc3c(C)cc(=O)oc3c2)c2ccccc2c1=O ?
TLR4-MyD88 BLA: 9; S1P3 antag: 14; STAT3 blocker: 21; STAT3 activator: 84; PPARg SRC2 recr: -1; RAM inhibit: 0.8; PPARg SRC-3 ag: 1; SRC2 TRFRET art: 1582; PPARg SRC1 recr: 0; STAT1 blocker: -5

How did COc1ccc2nc(SCC(=O)N3CCNC3=O)[nH]c2c1 do in these assays?
TLR4-MyD88 BLA: -2; S1P3 antag: -17; STAT3 blocker: 12; STAT3 activator: 92; PPARg SRC2 recr: 13; RAM inhibit: 0.9; PPARg SRC-3 ag: -2; SRC2 TRFRET art: 1659; PPARg SRC1 recr: 9; ROMK primary: 0.03; STAT1 blocker: -31

What do the screens show for `CC(C)CCn1c(N2CCN(Cc3ccccc3)CC2)nc2c1c(=O)[nH]c(=O)n2C`?
TLR4-MyD88 BLA: -7; S1P3 antag: -19; STAT3 blocker: 1; STAT3 activator: 108; PPARg SRC2 recr: -7; PPARg SRC-3 ag: -7; SRC2 TRFRET art: 1416; PPARg SRC1 recr: -1; STAT1 blocker: -4

How did Cc1ccccc1NC(=S)N(CCc1c(C)[nH]c2ccc(F)cc12)Cc1cccnc1 do in these assays?
TLR4-MyD88 BLA: 13; S1P3 antag: 14; STAT3 blocker: 4; STAT3 activator: 101; PPARg SRC2 recr: 7; RAM inhibit: 1.1; PPARg SRC-3 ag: -3; SRC2 TRFRET art: 1685; PPARg SRC1 recr: 5; ROMK primary: -0.055; STAT1 blocker: 0

Results for CC1=CC(C)(C)n2c(O)c(C3=NC(=S)NC3=O)c3cc(OC(=O)c4cccc5ccccc45)cc1c32 ?
TLR4-MyD88 BLA: -19; STAT3 blocker: 14; STAT3 activator: 96; PPARg SRC2 recr: 2; RAM inhibit: 5.1; PPARg SRC-3 ag: -4; SRC2 TRFRET art: 1478; PPARg SRC1 recr: 1; STAT1 blocker: 3

What do the screens show for `Cc1cccc(S(=O)(=O)NCCC(=O)OC(C)C(=O)NC(=O)NC2CCCCC2)c1` (configuration not stated)?
TLR4-MyD88 BLA: 10; S1P3 antag: -19; STAT3 blocker: 2; STAT3 activator: 104; PPARg SRC2 recr: -2; RAM inhibit: 1.4; PPARg SRC-3 ag: 4; SRC2 TRFRET art: 1338; PPARg SRC1 recr: -2; ROMK primary: -0.36; STAT1 blocker: 6

What do the screens show for `COc1ccc(C)cc1NS(=O)(=O)c1cn(C)nc1C`?
TLR4-MyD88 BLA: -1; S1P3 antag: -8; STAT3 blocker: 1; STAT3 activator: 101; PPARg SRC2 recr: -1; RAM inhibit: -0.1; PPARg SRC-3 ag: 0; SRC2 TRFRET art: 1675; PPARg SRC1 recr: 0; ROMK primary: 1; STAT1 blocker: 1

How did CCOC(=O)c1ccc(NC(=S)N(CCCN2CCCC(C)C2)Cc2ccco2)cc1 (configuration not stated) do in these assays?
TLR4-MyD88 BLA: -5; S1P3 antag: 7; STAT3 blocker: 1; STAT3 activator: 99; PPARg SRC2 recr: 0; RAM inhibit: -0.7; PPARg SRC-3 ag: 5; SRC2 TRFRET art: 1612; PPARg SRC1 recr: -4; ROMK primary: -1.6; STAT1 blocker: 1

Results for CCn1c(O)c(N=NC(=O)C2C(=O)NCC2c2ccccc2)c2ccccc21 (configuration not stated) ?
TLR4-MyD88 BLA: 3; S1P3 antag: -12; STAT3 blocker: -8; STAT3 activator: 103; PPARg SRC2 recr: 4; RAM inhibit: 0.8; PPARg SRC-3 ag: 1; SRC2 TRFRET art: 1535; PPARg SRC1 recr: -4; STAT1 blocker: 1

How did Cc1ccc(S(=O)(=O)CCNC(=O)Cc2ccccc2)cc1 do in these assays?
TLR4-MyD88 BLA: 3; S1P3 antag: 4; STAT3 blocker: 13; STAT3 activator: 95; PPARg SRC2 recr: 0; RAM inhibit: -0.4; PPARg SRC-3 ag: 4; SRC2 TRFRET art: 1480; PPARg SRC1 recr: 5; ROMK primary: -0.88; STAT1 blocker: 0

How did COc1ccc(CNC(=O)CC2C(=O)NCCN2CC(C)(C)C)c(OC)c1 (configuration not stated) do in these assays?
TLR4-MyD88 BLA: -5; S1P3 antag: -12; STAT3 blocker: -2; STAT3 activator: 107; PPARg SRC2 recr: 2; RAM inhibit: 0.4; PPARg SRC-3 ag: -4; SRC2 TRFRET art: 1656; PPARg SRC1 recr: 3; ROMK primary: 0.2; STAT1 blocker: -3

Results for Cc1cc(C(=O)NC2CCCCC2)c(C)n1-c1ccc(F)cc1 ?
TLR4-MyD88 BLA: 11; S1P3 antag: -6; STAT3 blocker: -5; STAT3 activator: 102; PPARg SRC2 recr: 13; RAM inhibit: 2.4; PPARg SRC-3 ag: 4; SRC2 TRFRET art: 1623; PPARg SRC1 recr: 3; ROMK primary: -0.032; STAT1 blocker: -26

What do the screens show for `COc1ccccc1CC(=O)Nc1ccc(-c2noc(COc3ccc(Cl)c(C)c3)n2)cc1`?
TLR4-MyD88 BLA: 4; STAT3 blocker: 5; STAT3 activator: 99; PPARg SRC2 recr: -2; RAM inhibit: 1.2; PPARg SRC-3 ag: -9; SRC2 TRFRET art: 1573; PPARg SRC1 recr: -3; STAT1 blocker: 3

What do the screens show for `COC(=O)NNC(=S)Nc1ccc(Br)cc1`?
TLR4-MyD88 BLA: 3; S1P3 antag: 0; STAT3 blocker: 2; STAT3 activator: 104; PPARg SRC2 recr: -1; RAM inhibit: 1.4; PPARg SRC-3 ag: 3; SRC2 TRFRET art: 1528; PPARg SRC1 recr: 4; ROMK primary: -0.026; STAT1 blocker: -4

Results for c1ccc2c(c1)sc1nnnn12 ?
TLR4-MyD88 BLA: 3; S1P3 antag: -20; STAT3 blocker: -18; STAT3 activator: 120; PPARg SRC2 recr: 7; RAM inhibit: 2.8; PPARg SRC-3 ag: -11; SRC2 TRFRET art: 1496; PPARg SRC1 recr: -2; STAT1 blocker: 3

Results for COC(=O)c1cc(OC)c(OC)cc1NC(=O)c1c(-c2ccccc2Cl)noc1C ?
TLR4-MyD88 BLA: -10; S1P3 antag: -30; STAT3 blocker: 7; STAT3 activator: 97; PPARg SRC2 recr: 4; RAM inhibit: 3.4; PPARg SRC-3 ag: -10; SRC2 TRFRET art: 1490; PPARg SRC1 recr: 6; STAT1 blocker: 2

What do the screens show for `CC(=O)NC(CC(=O)c1ccc([N+](=O)[O-])cc1)C(Cl)(Cl)Cl` (configuration not stated)?
TLR4-MyD88 BLA: 6; S1P3 antag: 18; STAT3 blocker: 2; STAT3 activator: 99; PPARg SRC2 recr: 5; RAM inhibit: 1.6; PPARg SRC-3 ag: 5; SRC2 TRFRET art: 1602; PPARg SRC1 recr: 6; STAT1 blocker: 2

What do the screens show for `CN(CCc1ccccn1)C(=O)CC1C(=O)NCCN1Cc1ccccc1C(F)(F)F` (configuration not stated)?
TLR4-MyD88 BLA: 6; S1P3 antag: -2; STAT3 blocker: 13; STAT3 activator: 99; PPARg SRC2 recr: -10; RAM inhibit: 0.6; PPARg SRC-3 ag: -5; SRC2 TRFRET art: 1554; PPARg SRC1 recr: -1; ROMK primary: 2.1; STAT1 blocker: -4

How did CNc1ccc(NC(C)=O)cc1[N+](=O)[O-] do in these assays?
TLR4-MyD88 BLA: -17; S1P3 antag: -8; STAT3 blocker: 13; STAT3 activator: 93; PPARg SRC2 recr: -1; RAM inhibit: 0.9; PPARg SRC-3 ag: -4; SRC2 TRFRET art: 1626; PPARg SRC1 recr: 1; STAT1 blocker: 0

How did COc1cc(CN2CC(=O)N(c3ccc(C)c(C)c3)C2=S)cc(OC)c1OC do in these assays?
TLR4-MyD88 BLA: -7; S1P3 antag: -4; STAT3 blocker: -5; STAT3 activator: 102; PPARg SRC2 recr: -7; RAM inhibit: 4.3; PPARg SRC-3 ag: 0; SRC2 TRFRET art: 1577; PPARg SRC1 recr: -6; ROMK primary: 0.15; STAT1 blocker: -5

What do the screens show for `CCCCCCCCn1cc(C(C)=O)c(=O)[nH]c1=O`?
TLR4-MyD88 BLA: -4; STAT3 blocker: -1; STAT3 activator: 108; PPARg SRC2 recr: -9; RAM inhibit: 4.7; PPARg SRC-3 ag: -7; SRC2 TRFRET art: 1431; PPARg SRC1 recr: -10; ROMK primary: -1.1; STAT1 blocker: 0

Results for CC1=NOC(=O)/C1=C/c1ccc(-c2ccc(Cl)cc2)o1 ?
TLR4-MyD88 BLA: 17; STAT3 blocker: -30; STAT3 activator: 126; PPARg SRC2 recr: 6; RAM inhibit: 3.2; PPARg SRC-3 ag: 4; SRC2 TRFRET art: 1441; PPARg SRC1 recr: 0; ROMK primary: -2.7*; STAT1 blocker: -19

What do the screens show for `COCC(=O)NCc1ccc2c(c1)OCO2`?
TLR4-MyD88 BLA: -4; S1P3 antag: 3; STAT3 blocker: 2; STAT3 activator: 100; PPARg SRC2 recr: -3; RAM inhibit: 1.7; PPARg SRC-3 ag: -12; SRC2 TRFRET art: 1503; PPARg SRC1 recr: -10; STAT1 blocker: 0

What do the screens show for `CCCC(=O)N1CC(=O)Nc2ccc(F)cc2C1c1ccccc1` (configuration not stated)?
TLR4-MyD88 BLA: 7; S1P3 antag: 14; STAT3 blocker: 6; STAT3 activator: 99; PPARg SRC2 recr: 4; RAM inhibit: -0.5; PPARg SRC-3 ag: 1; SRC2 TRFRET art: 1560; PPARg SRC1 recr: 2; STAT1 blocker: 1

Results for COc1ccnc(Oc2ccccc2)c1C(N)=O ?
TLR4-MyD88 BLA: -17; S1P3 antag: -9; STAT3 blocker: 3; STAT3 activator: 102; PPARg SRC2 recr: -9; RAM inhibit: 0.0; PPARg SRC-3 ag: -4; SRC2 TRFRET art: 1384; PPARg SRC1 recr: 5; STAT1 blocker: -5

Results for O=[N+]([O-])c1cccc(/C=N\N2CCN(Cc3ccccc3Cl)CC2)c1 ?
TLR4-MyD88 BLA: -12; STAT3 blocker: 11; STAT3 activator: 92; PPARg SRC2 recr: 2; RAM inhibit: 0.1; PPARg SRC-3 ag: 2; SRC2 TRFRET art: 1541; PPARg SRC1 recr: 3; ROMK primary: 0.16; STAT1 blocker: -9

What do the screens show for `Nn1c(Nc2ccccc2)nc2ccccc2c1=O`?
TLR4-MyD88 BLA: -4; S1P3 antag: -23; STAT3 blocker: 14; STAT3 activator: 90; PPARg SRC2 recr: -11; RAM inhibit: 1.3; PPARg SRC-3 ag: -13; SRC2 TRFRET art: 1477; PPARg SRC1 recr: 0; ROMK primary: -2.8; STAT1 blocker: -11

What do the screens show for `CN(C)/C=C/C(=O)c1cnc(-c2cccc(Cl)c2)s1`?
TLR4-MyD88 BLA: -8; S1P3 antag: -29; STAT3 blocker: 18; STAT3 activator: 87; PPARg SRC2 recr: 7; RAM inhibit: 0.6; PPARg SRC-3 ag: 1; SRC2 TRFRET art: 1600; PPARg SRC1 recr: 10; ROMK primary: 0.74; STAT1 blocker: -40
